# Screens from PubChem BioAssay.
# NALP1 yeast inh: inhibitors of NALP1 inflammasome in yeast; S. cerevisiae NALP1/ASC/caspase-1 growth, X-gal OD620, 72 h; inhibition, % at 10 µM; 280,000 compounds, 0.61% hits; AID 2071; in the data active = inhibition mostly above about 24%, no sharp cut-off; inactive = mostly below about 32%; note: some compounds called inactive have numbers as strong as hits
# PfM18AAP inh: blocks P. falciparum M18 aspartyl aminopeptidase; recombinant PfM18AAP, H-Glu-NHMec fluorogenic cleavage; inhibition, % at 7.35 µM; 290,000 compounds, 1.2% hits;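 active = inhibition above the campaign mean inhibition over all tested compounds plus 3 SD, cut at about 28% in these data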;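 note: 0% = plate median of test compound wells and 100% = 2 mM ZnCl2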
# DNA FID counter: counter-screen for HCV NS3 helicase inhibitors: DNA intercalator displacement; DNA fluorescent intercalator displacement, fluorescence; inhibition, % at 7.9 µM; 290,000 compounds, 0.17% hits; in the data active = inhibition above about 37%;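 note: 0% = vehicle and 100% = reference compound; higher means more ethidium bromide displaced from hairpin DNA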
# VIM-2 inhibitor: blocks Pseudomonas aeruginosa VIM-2 metallo-beta-lactamase | purified VIM-2, nitrocefin hydrolysis, epi-absorbance fluorescence | AID 1527 | 290,000 compounds, 0.89% hits | inhibition, % at 5.6 µM;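 active = inhibition above the mean of all tested compounds plus 3 SD, cutoff set per screening run, cut at about 7.5% in these data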;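 note: red hydrolysis product quenches plate fluorescence so inhibitors raise well fluorescence; 0% = enzyme with DMSO and 100% = DMSO without enzyme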
# NS3 helicase inh: blocks Hepatitis C virus NS3 helicase unwinding | NS3 helicase DNA unwinding, Cy5 molecular beacon fluorescence | inhibition, % at 10.9 µM | 290,000 compounds, 0.56% hits | AID 1800;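 active = inhibition above the mean of all tested compounds plus 3 SD, set per campaign, cut at about 35% in these data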;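 note: 0% = DMSO wells and 100% = thioflavine S control wells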
#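 Control set: DMSO versus 110 µM thioflavine S; Material: NS3 helicase fragment of HCV; Measured by: Cy5 fluorescence at 0 and 60 min, beacon hairpin quenching; Read-out basis: percent inhibition from t60/t0 fluorescence ratio; Times: reaction time 60 min, 25 °C; Repeats: single replicate; Compound dosing: single dose, 10.9 µM nominal final, DMSO 0.8% final.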
# SUMO HTRF inh: blocks human SUMOylation mediated by UBC9; P63279; HTRF SUMOylation assay, SAE1/SAE2 + UBC9, in vitro; inhibition, % at 35 µM; 290,000 compounds, 0.36% hits; in the data active = inhibition above about 50%, passing the limit was not always enough; note: strong numbers were not always called active
# Target sequence (P63279 whole entry, looked up): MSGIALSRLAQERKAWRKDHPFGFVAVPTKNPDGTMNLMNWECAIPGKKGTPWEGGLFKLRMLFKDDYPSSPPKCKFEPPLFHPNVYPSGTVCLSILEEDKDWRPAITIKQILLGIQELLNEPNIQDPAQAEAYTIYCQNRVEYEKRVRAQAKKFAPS
# MEKK2wt PB1 HTS: raises or lowers MEK5 binding to wildtype human MEKK2 PB1 domain; bead flow cytometry, Alexa488-MEK5 binding to MEKK2 WT; actives lie on both sides; 290,000 compounds, 1.1% hits; Q9Y2U5; AID 1531; binding response (% of control), % at 10 µM; in the data active = binding response below about 67% or above about 130%
# MEKK2 mut-MEK5: signal of MEK5 binding to mutant human MEKK2 PB1 domain; bead flow cytometry, Alexa488-MEK5 binding to MEKK2 mutant; 290,000 compounds, 0.35% hits; percent response, % at 10 µM; in the data active = percent response above about 24%, passing the limit was not always enough; note: inactives centre near 1; some results filed as inactive read as strong as hits
# IMP-1 inh: blocks Pseudomonas aeruginosa IMP-1 metallo-beta-lactamase | purified IMP-1, nitrocefin hydrolysis, epi-absorbance fluorescence | inhibition, % at 5.6 µM | 290,000 compounds, 0.45% hits;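 active = inhibition above the mean plus 3 SD of all compounds in the same screening run, cut at about 4.5% in these data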;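 note: 0% = IMP-1 with DMSO and 100% = DMSO wells lacking enzyme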
#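 System: purified IMP-1; amount: IMP-1 0.2 nM before substrate addition; compound: single dose, 5.6 µM; times: 25 °C, 15 min preincubation, 25 min reaction; signal: Epi-absorbance via hydrolysed-nitrocefin quenching of white-plate fluorescence, 480/530 nm, EDTA stop; benchmarks: DMSO with and without IMP-1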
# An asterisk follows results filed as active; · = no result given.
# Each structure is followed by: NALP1 yeast inh, PfM18AAP inh, DNA FID counter, VIM-2 inhibitor, NS3 helicase inh, SUMO HTRF inh, MEKK2wt PB1 HTS, MEKK2 mut-MEK5, IMP-1 inh
Cc1ccc(S(=O)(=O)/N=C/c2cc(Br)ccc2O)cc1
  -1.8, -4.8, -1.6, -0.7, 1.5, 6.9, 88.0, -9.0, -0.6
CCN(CC)S(=O)(=O)c1cccc(C(=O)NNC(=O)c2ccc3[nH]c(=O)c(=O)[nH]c3c2)c1
  2.7, 2.9, -12.1, -1.9, 6.8, 12.0, 94.0, 0.0, -3.7
COc1ccc(OCC(=O)Nc2c3c(nn2C(C)(C)C)CSC3)cc1
  -16.1, -2.2, -9.2, -2.4, 0.0, -1.0, 102.0, -1.0, -0.9
COc1ccc2sc(NCc3ccccc3)nc2c1
  12.8, 0.3, -11.6, -3.1, 7.1, 3.5, 98.0, 1.0, -5.4
CCn1c(=N)n(CC(O)c2ccccc2)c2ccccc21 (stereo not drawn)
  1.3, -1.9, 6.0, -1.4, -6.0, -15.2, 104.0, 4.0, -3.7
Cc1ccccc1CNCCCSc1ncccn1
  19.9, -9.6, 3.3, -0.1, -2.9, 1.6, 122.0, 12.0, -1.0
Cn1ccnc1SCC(=O)Nc1cccc([N+](=O)[O-])c1
  1.1, -18.1, -1.7, 0.8, 0.5, 20.2, 94.0, -6.0, -1.8
COc1ccc(N2C(=O)CC(NC3CCCCNC3=O)C2=O)cc1 (stereo not drawn)
  2.5, -6.3, -0.5, -2.4, -0.1, -2.2, 99.0, 3.0, -1.1
Cc1cccc(C)c1NC(=O)CN(C)CC(=O)Nc1ccccc1Br
  4.9, 1.8, -21.3, -4.0, 2.9, -4.4, 108.0, 10.0, -4.5
O=c1oc2ccc(Cl)cc2nc1/C=C(\O)c1cccs1
  ·, 6.6, -1.9, 0.6, 14.5, -9.4, 94.0, -1.0, -2.9
OCC1(CCCc2ccccc2)CCN(Cc2cc(F)ccc2F)CC1
  0.2, 3.5, 7.5, -0.8, -9.8, -8.6, 107.0, 1.0, -0.8
O=S(=O)(c1ccc2c(c1)OCCO2)N1CCN(c2nc3ccccc3s2)CC1
  9.9, -11.0, -8.6, -2.5, 6.3, -0.2, 105.0, 7.0, -3.1
COc1cc(CNCc2cccnc2)ccc1OCc1ccccc1
  13.2, -4.8, 26.2, -0.5, -3.1, 13.4, 105.0, -1.0, -2.5
O=C(Nc1c(C(=O)Nc2cccc3ccccc23)cnn1-c1ccccc1)c1ccco1
  15.1, 0.2, -28.8, -0.6, -1.0, -0.2, 110.0, 3.0, -2.9
O=C1CCCC/C1=C\Nc1ccccc1C(=O)O
  -16.1, 3.6, -3.7, -1.8, -1.3, 6.1, 100.0, 0.0, 0.2
CCOC(=O)C(C)Sc1nnc2c3ccccc3n(C)c2n1 (stereo not drawn)
  6.7, 7.1, -24.3, 8.8*, 6.8, 9.4, 103.0, 14.0, -4.7
COc1ccc(S(=O)(=O)NNC(=O)c2sccc2-n2cccc2)cc1
  2.3, 13.7, -8.1, -2.8, 0.4, -14.9, 95.0, -6.0, -0.8
O=C(OC(C(=O)NCc1cccs1)c1ccccn1)c1cccs1 (stereo not drawn)
  13.7, -0.7, -5.6, -2.6, 2.7, 23.9, 98.0, 4.0, -3.9
CC(C)(C)NC(=O)C(=O)NNC(=O)c1ccccc1Br
  -12.0, 1.7, -2.8, -0.7, 3.8, -2.6, 97.0, -2.0, -1.8
CCC1CCC/C1=N\NC(=O)c1cc(C)[nH]n1 (stereo not drawn)
  -13.2, 5.6, -4.5, -3.2, 4.5, 12.8, 111.0, 3.0, 1.5
Cc1ccc(S(=O)(=O)Nc2ccc(SC(F)F)cc2)c(C)c1
  39.9, -1.4, 3.8, -0.5, -17.6, -29.6, 94.0, -3.0, -1.1
Cc1ccc(S(=O)(=O)N(CC(=O)Nc2cccnc2)c2cccc([N+](=O)[O-])c2)cc1
  14.8, -3.1, -5.7, -0.9, -5.0, -13.8, 97.0, 1.0, -2.9
N#Cc1ccccc1/C=N/Nc1nc(-c2ccccc2)c2cc(Cl)ccc2n1
  34.1, 4.7, -7.9, -5.9, 0.2, -2.2, 107.0, 5.0, -3.6
COc1cc(OC)cc(C(=O)OCC(=O)N(C)c2ccccc2)c1
  10.4, -8.9, -30.1, -2.3, 3.3, 10.1, 103.0, 6.0, -0.7
O=[N+]([O-])c1cc(C(F)(F)F)ccc1NCCCN1CCOCC1
  18.7, -1.4, 7.0, -2.4, -0.6, -2.0, 110.0, 11.0, -2.4
C/C(=N\NC(=O)COc1ccc(C)cc1C(C)C)c1ccc(-n2ccnc2)cc1
  25.5, 3.2, -15.8, -4.9, 1.5, -8.9, 113.0, 8.0, 0.6
C/C(Cn1cnc([N+](=O)[O-])n1)=N/NC(=O)COc1ccccc1Cl
  39.4, 0.8, -6.0, -3.2, -11.6, 6.7, 102.0, 0.0, -2.0
CCSc1nnc(NC(=O)C2CC(=O)N(Cc3ccc(C)cc3)C2)s1 (stereo not drawn)
  -28.3, -4.7, -22.1, -0.4, -3.2, -11.6, 100.0, 0.0, -0.4
COc1ccc(CN2CCCC(C(=O)N(C)Cc3ccccc3)C2)cc1OC (stereo not drawn)
  6.7, -0.6, 5.5, -5.0, -1.7, 12.7, 108.0, 7.0, -1.8
Cc1cccc(N=C2NC(=O)/C(=C/c3cccn3C)S2)c1
  4.4, -2.7, -18.7, -1.4, 8.8, -0.2, 96.0, -5.0, -1.3

# Pulled one by one from above (2):
# Each structure is followed by: NALP1 yeast inh, PfM18AAP inh, DNA FID counter, VIM-2 inhibitor, NS3 helicase inh, SUMO HTRF inh, MEKK2wt PB1 HTS, MEKK2 mut-MEK5, IMP-1 inh
CC(C)(C)NC(=O)C(=O)NNC(=O)c1ccccc1Br
  -12.0, 1.7, -2.8, -0.7, 3.8, -2.6, 97.0, -2.0, -1.8
C/C(Cn1cnc([N+](=O)[O-])n1)=N/NC(=O)COc1ccccc1Cl
  39.4, 0.8, -6.0, -3.2, -11.6, 6.7, 102.0, 0.0, -2.0

# Further compounds
# Each structure is followed by: NALP1 yeast inh, PfM18AAP inh, DNA FID counter, VIM-2 inhibitor, NS3 helicase inh, SUMO HTRF inh, MEKK2wt PB1 HTS, MEKK2 mut-MEK5, IMP-1 inh
C/C=C/c1ccc(OCC(O)CNCC(c2ccc(OC)cc2)N(C)C)c(OC)c1 (stereo not drawn)
  12.2, 4.2, 5.9, -0.3, -48.8, 5.7, 146.0*, 19.0, -2.8
CC(=O)c1c(C)oc2ccc(NS(=O)(=O)c3ccc(O)c(C(=O)O)c3)cc12
  15.4, 21.3, -26.0, 0.6, 10.7, -7.5, 108.0, 10.0, -4.8
O=C([C@H](O)c1ccccc1)N1CCC[C@H]1CO
  27.9, -3.3, 0.7, -2.8, 3.1, -4.8, 97.0, 0.0, -0.9
Fc1cccc(/C=N/NC(=S)Nc2ccccc2Cl)c1
  ·, 4.5, 0.3, -3.2, -7.5, 25.9, 96.0, 2.0, -2.7
NNC(=O)c1cc2ccccc2[nH]1
  1.0, -15.2, -5.6, -3.5, -3.9, 2.7, 93.0, -7.0, -2.4
O=C(/C=C/c1ccc(Cl)cc1)N1CCOCC1
  12.6, -10.1, -2.5, 0.9, 9.7, 3.3, 103.0, 0.0, 1.6
COc1ccc(-c2cc(C(=O)Nc3ccc(Cl)cc3Cl)c3ccccc3n2)cc1OC
  39.8, -0.9, -9.4, -1.1, 15.8, 47.5, 102.0, -3.0, -1.4
CSc1cccc(NC(=O)CSc2ccc(Cl)cc2)c1
  5.0, 4.7, -1.8, -0.2, -2.1, -11.4, 120.0, 4.0, 0.8
COc1ccc(NC(=S)NC(=O)c2cncc(Br)c2)c(OC)c1
  0.3, -2.6, -8.3, -2.2, 12.0, 10.7, 102.0, 4.0, -1.5
CN(C)CCCN=Cc1c(O)n(Cc2ccccc2)c(=O)c2ccccc12
  13.6, 4.3, 7.6, 1.3, -11.9, 0.1, 121.0, 10.0, -1.3
CCN(C(=O)c1cccnc1)c1ccccc1
  18.1, 9.1, 4.2, -2.8, 0.2, 13.7, 106.0, 4.0, 1.1
COC(=O)c1ccc(NC(=O)C2CC2)o1
  12.4, -0.6, 1.8, -0.6, 9.7, 38.7, 93.0, -7.0, -1.0
CCNc1nc(NC(C)(C)C)nc(N2CCCC2)n1
  14.4, -8.7, -1.3, 1.2, -27.0, 23.9, 108.0, -1.0, -2.4
Cc1ccccc1-c1cccc(CN2CCN(C)C(CCO)C2)c1 (stereo not drawn)
  26.1, -6.3, 9.3, 0.2, -4.0, 3.5, 118.0, 4.0, -0.5
COCCn1c(SCC(=O)c2c[nH]c3ccccc23)nnc1-c1ccncc1
  ·, -8.3, -11.9, -1.7, 7.8, 1.7, 90.0, -2.0, 0.2

# 3 compounds already listed, ordered by the value under MEKK2wt PB1 HTS, smallest number first.
structure	MEKK2wt PB1 HTS
Fc1cccc(/C=N/NC(=S)Nc2ccccc2Cl)c1	96.0
CC(=O)c1c(C)oc2ccc(NS(=O)(=O)c3ccc(O)c(C(=O)O)c3)cc12	108.0
CN(C)CCCN=Cc1c(O)n(Cc2ccccc2)c(=O)c2ccccc12	121.0

# Next section:
# Each structure is followed by: NALP1 yeast inh, PfM18AAP inh, DNA FID counter, VIM-2 inhibitor, NS3 helicase inh, SUMO HTRF inh, MEKK2wt PB1 HTS, MEKK2 mut-MEK5, IMP-1 inh
COC(=O)c1sccc1NC(=O)c1ccccc1
  -7.4, -1.9, -4.8, -0.7, 1.8, 14.9, 94.0, -2.0, -4.5
COCCCN1C(=O)C(O)=C(C(=O)c2ccc(C)o2)C1c1cccc(Br)c1 (stereo not drawn)
  1.9, -5.9, -18.6, 4.8, 14.3, -3.1, 102.0, 6.0, -1.4
O=C1CCC(C(=O)N(CCO)Cc2ccccc2)CN1CC1CCCCC1 (stereo not drawn)
  2.8, -10.5, -24.1, -1.2, 6.4, 23.0, 101.0, -2.0, -0.7
O=C(CN1C(=O)C2CCCCC2C1=O)N1CCN(c2ccc(F)cc2)CC1 (stereo not drawn)
  -11.2, -10.2, -6.9, -0.1, -1.0, -8.8, 94.0, -8.0, -0.4
COC(=O)C(CC(C)C)NC(=O)c1cccs1 (stereo not drawn)
  -4.4, -9.1, 5.2, -5.4, 14.5, 15.7, 108.0, -1.0, -4.0
CO/N=C/c1ccc(Sc2ccc(C)cc2)c([N+](=O)[O-])c1
  13.0, -3.9, -0.3, -1.4, 0.1, 8.0, 104.0, 2.0, -1.8
C=CCn1c(N2CCOCC2)nc2c1c(=O)[nH]c(=O)n2C
  -16.2, -1.5, -2.8, -1.6, -0.5, 12.7, 104.0, 3.0, -3.0

# 2 of the compounds above, bar-delimited:
Molecule | NALP1 yeast inh | PfM18AAP inh | DNA FID counter | VIM-2 inhibitor | NS3 helicase inh | SUMO HTRF inh | MEKK2wt PB1 HTS | MEKK2 mut-MEK5 | IMP-1 inh
Cc1ccc(S(=O)(=O)N(CC(=O)Nc2cccnc2)c2cccc([N+](=O)[O-])c2)cc1 | 14.8 | -3.1 | -5.7 | -0.9 | -5.0 | -13.8 | 97.0 | 1.0 | -2.9
N#Cc1ccccc1/C=N/Nc1nc(-c2ccccc2)c2cc(Cl)ccc2n1 | 34.1 | 4.7 | -7.9 | -5.9 | 0.2 | -2.2 | 107.0 | 5.0 | -3.6
